GDH-TPI counter = GDH-TPI coupled enzyme inhibition counter-screen | GDH-TPI coupled enzyme counterscreen, NADH absorbance | inhibition, % at 4.8 µM | 1.2% of 360,000 active | AID 588335;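 further: 0% = DMSO wells and 100% = wells lacking the enzyme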
MazEF act = MazEF (E. coli) toxin RNase activation; activation, % at 20 µM; 0.32% of 350,000 active; P0AE70; FAM/BHQ RNA-DNA oligo cleavage fluorescence, 5 h; in the data active means activation above about 50%
Target sequence (P0AE70 whole entry, looked up): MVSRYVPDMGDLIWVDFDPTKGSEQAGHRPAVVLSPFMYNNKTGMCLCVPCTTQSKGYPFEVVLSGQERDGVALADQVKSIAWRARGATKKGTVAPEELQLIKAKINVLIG
VHR inh abs = blocks human VHR1 dual specificity phosphatase; P51452; recombinant VHR phosphatase, pNPP absorbance; inhibition, % at 13.3 µM; 0.52% of 290,000 active; in the data active means inhibition above about 50%; further: some compounds called inactive have numbers as strong as hits
Target sequence (P51452 whole entry, looked up): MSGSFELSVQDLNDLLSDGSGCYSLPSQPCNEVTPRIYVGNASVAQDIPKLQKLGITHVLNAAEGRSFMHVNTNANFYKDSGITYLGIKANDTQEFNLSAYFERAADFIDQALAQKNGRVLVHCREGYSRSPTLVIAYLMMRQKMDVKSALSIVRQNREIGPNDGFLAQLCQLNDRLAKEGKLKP
BoNT-F LC inh = inhibitors of Botulinum neurotoxin F light chain protease; inhibition, % at 10 µM; Multiplex microsphere protease cleavage assay, flow cytometry; 0.22% of 360,000 active; AID 588497; in the data active means inhibition above about 35%, passing the limit was not always enough; inconclusive means no clear call, values can overlap the other calls; further: plate controls were buffer without enzyme for full effect and enzyme alone for no effect
FBA Mtb inh = Mtb fructose-bisphosphate aldolase inhibition. inhibition, % at 1 µM. 2.3% of 360,000 active. purified M. tuberculosis FBA, fluorescence read-out. AID 588726; in the data active means inhibition above about 27%;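 further: 0% = vehicle and 100% = reference inhibitor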
Target sequence (P9WQA3 whole entry, looked up): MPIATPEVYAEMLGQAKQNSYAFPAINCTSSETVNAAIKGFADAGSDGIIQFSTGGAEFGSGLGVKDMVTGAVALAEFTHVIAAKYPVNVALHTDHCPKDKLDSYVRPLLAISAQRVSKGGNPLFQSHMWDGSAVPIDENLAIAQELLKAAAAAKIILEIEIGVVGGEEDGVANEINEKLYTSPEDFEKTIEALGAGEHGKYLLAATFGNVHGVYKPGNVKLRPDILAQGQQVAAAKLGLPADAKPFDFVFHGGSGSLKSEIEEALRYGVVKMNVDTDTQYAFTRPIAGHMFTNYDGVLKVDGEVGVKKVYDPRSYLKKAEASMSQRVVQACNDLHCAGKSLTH
FadD28 FP inh = inhibitors of Mycobacterium tuberculosis FadD28 bisubstrate binding | FadD28 bisubstrate probe binding, fluorescence polarization | inhibition, % at 12.5 µM | 0.22% of 360,000 active; in the data active means inhibition above about 8.5%, passing the limit was not always enough; inconclusive means no clear call, values can overlap the other calls
CCHF vOTU inh = CCHFV vOTU protease inhibition; Pep-AMC fluorescence; inhibition, % at 11.5 µM; 0.55% of 370,000 active; AID 651958; further: 0% = vehicle wells with enzyme and 100% = no enzyme wells
Mtb BioA inh = BioA (M. tuberculosis) enzyme inhibition | purified M. tuberculosis BioA enzyme, plate reader | inhibition, % at 9.99 µM | 0.096% of 360,000 active | AID 602481; in the data active means inhibition above about 40%; inconclusive means no clear call, values can overlap the other calls
UGM FP inh = blocks M. tuberculosis UGM enzyme | purified UGM, fluorescence polarization probe displacement | 0.06% of 320,000 active | inhibition, % at 10 µM; in the data active means inhibition above about 10%, passing the limit was not always enough; inconclusive means no clear call, values can overlap the other calls
Target sequence (P9WIQ1 whole entry, looked up): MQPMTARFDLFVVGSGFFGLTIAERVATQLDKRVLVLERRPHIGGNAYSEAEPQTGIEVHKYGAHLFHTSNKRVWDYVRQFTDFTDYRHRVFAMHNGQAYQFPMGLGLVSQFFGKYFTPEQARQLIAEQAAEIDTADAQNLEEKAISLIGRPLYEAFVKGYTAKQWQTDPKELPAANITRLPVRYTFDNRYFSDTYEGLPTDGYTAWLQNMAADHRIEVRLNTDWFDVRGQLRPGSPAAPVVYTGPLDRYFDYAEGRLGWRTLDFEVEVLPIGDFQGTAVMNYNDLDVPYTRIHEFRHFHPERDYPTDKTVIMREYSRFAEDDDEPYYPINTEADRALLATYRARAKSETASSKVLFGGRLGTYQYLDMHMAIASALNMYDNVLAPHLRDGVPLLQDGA
Rv3671c inh = Rv3671c (M. tuberculosis) protease inhibition; inhibition, % at 5.96 µM; P9WHR9; 0.048% of 320,000 active; in the data active means inhibition above about 38%;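 further: extracellular domain of Rv3671c used as enzyme; 0% = enzyme with DMSO and 100% = no enzyme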
* = called active by the depositor; ? = inconclusive; nt = not tested or not shown. Unless noted, no stated cut-off is given here; in the data, active means inhibition above about 30%; inactive means the rest.

SMILES	GDH-TPI counter	MazEF act	VHR inh abs	BoNT-F LC inh	FBA Mtb inh	FadD28 FP inh	CCHF vOTU inh	Mtb BioA inh	UGM FP inh	Rv3671c inh
CCN(C(=O)COC(=O)c1cc(OC)ccc1Br)C1CCS(=O)(=O)C1 (centres undefined)	7.0	-2.0	nt	3.6	3.0	-2.5	-8.0	0.9	-4.1	1.1
O=C(Nc1ccc(-c2cscn2)cc1)C1CCCN(Cc2ccccc2)C1 (centres undefined)	1.7	-2.9	8.0	8.1	3.0	-3.0	11.7	-1.4	0.6	-5.0
COc1ccccc1-n1c(CNC(=O)c2ccccc2)nnc1SCC(=O)Nc1nnc(C)s1	6.2	4.5	12.0	4.6	2.6	-1.0	1.6	-0.1	-4.1	-3.7
O=C1CCCN1CCCNC(=S)Nc1ccccc1Cl	-1.2	7.3	21.7	-4.4	-0.7	-3.8	2.7	-0.2	2.8	7.6
CCCCCCn1c(Br)nc2c1c(=O)n(C)c(=O)n2C	1.0	-6.0	3.1	-5.3	4.2	-0.8	-6.2	nt	0.1	-3.9
O=c1cc(-c2ccco2)oc2ccccc12	28.1	4.7	nt	-5.5	85.5*	-2.4	-42.5	0.9	nt	nt
CCOC(=O)NC(=S)c1ccc[nH]1	22.6	-4.0	1.3	-4.2	-0.8	0.5	4.2	0.5	3.4	3.6
CCC(C)NS(=O)(=O)c1cccs1 (centres undefined)	3.5	1.6	1.8	-3.1	-1.0	-2.8	15.6	-0.9	-1.6	0.3
Cc1ccc(NC2CCCN(C(=O)CCC3(C)CC3)C2)cc1C (centres undefined)	5.5	5.1	34.4	-1.3	-0.8	-4.0	5.5	0.6	1.2	2.2
c1ccc(CC2CNc3ccccc3CN2)cc1 (centres undefined)	-4.3	2.3	17.9	-27.6	3.4	-2.4	-4.3	-0.8	-0.9	-2.1
CC(C)N=c1scc(-c2ccco2)n1/N=C/c1ccc(O)c(O)c1	15.5	7.2	25.5	-16.1	2.7	3.5	-2.8	0.7	4.1	-7.1
O=C(O)c1ccc(N2C(=O)c3cccnc3C2=O)cc1	0.3	0.2	9.0	-2.9	0.9	-4.9	-8.8	nt	0.0	11.1
Cc1cc(NC(=O)Nc2ccc(Cl)c(Cl)c2)n(-c2ccccc2)n1	-1.1	8.3	1.4	?	-0.9	-8.4	-5.4	nt	-1.4	-9.8
CCOc1cc(CNS(=O)(=O)c2ccc3c(c2)CC(=O)N3C)cc(OCC)c1OCC	3.4	1.8	7.4	4.1	-0.5	-1.8	6.1	-0.3	-1.2	0.9
CCC(CO)Oc1cc(NCc2cccc(C)c2)c2ncn(C(C)C)c2c1 (centres undefined)	12.1	-9.4	nt	-4.7	3.7	-0.9	20.3	-4.6	0.5	-8.2
O=C(NC1CCC(NC(=O)C(F)(F)C(F)F)CC1)C(F)(F)C(F)F (centres undefined)	6.7	-11.9	-5.0	-1.9	7.4	1.1	0.1	-2.2	4.4	-9.4
COc1ccc(CNCC(O)(c2ccccc2)c2ccccc2)cc1	-5.7	-3.3	6.1	9.0	1.9	nt	12.6	-1.0	0.3	-4.5
NCCc1ccc(O)cc1	13.0	-5.8	-2.4	-3.7	6.8	0.0	6.2	0.5	nt	3.8
O=CNc1c(Br)cc2c(c1Br)Cc1cc(Br)ccc1-2	6.0	-51.6	nt	-3.8	4.3	0.6	-21.8	-6.4	nt	nt
COc1ccc(C(=O)N2CCCCC2C(=O)Nc2ccc(-n3nc(C)cc3C)cc2)o1 (centres undefined)	-7.4	2.4	-14.6	-0.7	-8.0	-3.2	14.0	0.0	-0.5	-7.9
COc1cc(NS(=O)(=O)c2ccc(NC(=O)CN3C(=O)c4ccccc4C3=O)cc2)ncn1	4.2	-2.1	21.7	-8.3	-0.2	-0.8	10.6	nt	5.1	3.6
O=C(C1CCN(S(=O)(=O)c2cccs2)CC1)N1CCCCCC1	7.1	-11.3	-4.2	7.0	0.6	-1.8	0.6	-3.2	0.2	-0.8
CC(=O)N(CCc1cccc(C)c1)Cc1cc2cc(C)ccc2[nH]c1=O	16.8	4.7	23.4	?	0.1	-2.3	-1.0	-0.7	-1.7	2.3
CCC(CC)NC(=O)COC(=O)c1cc(Br)ccc1Cl	-5.9	-4.8	-6.7	-4.5	0.7	-4.0	-8.5	-1.7	-2.3	1.8
COc1cc(-c2cnc3c(NC=O)cc(-c4cccnc4)cn23)cc(OC)c1OC	11.5	nt	nt	-4.2	3.5	-2.8	9.0	7.3	nt	nt
COc1ccccc1NS(=O)(=O)c1ccc(C(=O)NCC(c2ccc(F)cc2)N2CCOCC2)cc1 (centres undefined)	4.5	-2.7	nt	-1.7	-2.0	-5.7	13.6	0.9	0.6	-3.5
Cc1cccc(C)c1NC(=O)CSCCO	8.8	-8.6	-4.0	-1.6	2.0	-1.4	3.9	-0.7	3.8	-1.8
CN1C(=O)/C(=C/c2ccc(C(F)(F)F)cc2)Sc2ccc(C(=O)N3CCN(c4ccccn4)CC3)cc21	11.8	-22.4	5.5	-4.9	-1.1	-1.5	23.7	-5.8	0.5	-13.9
COc1ccc(C(=O)NCCCSc2ccccc2)cc1F	-5.3	0.8	22.4	-1.5	-0.1	-3.2	1.4	6.6	0.7	4.7
CSc1n[nH]c(=O)n1-c1cccc(Cl)c1	-11.5	-0.7	-6.7	?	2.4	-1.7	0.1	0.0	-1.0	2.8

Compounds above that contain an NH in an aromatic ring, in the order listed:
SMILES	GDH-TPI counter	MazEF act	VHR inh abs	BoNT-F LC inh	FBA Mtb inh	FadD28 FP inh	CCHF vOTU inh	Mtb BioA inh	UGM FP inh	Rv3671c inh
CCOC(=O)NC(=S)c1ccc[nH]1	22.6	-4.0	1.3	-4.2	-0.8	0.5	4.2	0.5	3.4	3.6
CC(=O)N(CCc1cccc(C)c1)Cc1cc2cc(C)ccc2[nH]c1=O	16.8	4.7	23.4	?	0.1	-2.3	-1.0	-0.7	-1.7	2.3
CSc1n[nH]c(=O)n1-c1cccc(Cl)c1	-11.5	-0.7	-6.7	?	2.4	-1.7	0.1	0.0	-1.0	2.8

Continuation:
SMILES	GDH-TPI counter	MazEF act	VHR inh abs	BoNT-F LC inh	FBA Mtb inh	FadD28 FP inh	CCHF vOTU inh	Mtb BioA inh	UGM FP inh	Rv3671c inh
Cc1cccc(NC(=O)CCSc2nnc(Cc3ccccc3)o2)c1	-5.2	-1.2	-2.2	-13.9	-0.7	0.2	-5.6	nt	1.2	-9.4
C/C(CC(=O)Nc1ccc(OCc2ccccc2)cc1)=N\NC(=O)C(=O)Nc1cccc(C)c1	11.1	-17.0	4.7	-5.7	-0.8	-2.8	19.5	1.1	1.8	-20.2
CC(=O)Nc1cccc(-c2nc3ccccc3s2)c1	-0.6	10.6	13.8	-7.7	6.4	-5.2	1.2	nt	0.9	-4.3
O=Cc1cccn1-c1ccc(O)cc1	0.6	10.2	26.1	-1.5	-0.8	-1.8	6.6	-0.5	0.0	5.4
CC(C)(C)S(=O)(=O)N1Cc2ccc(CO)cc2[C@@H]1CCO	2.1	-3.0	nt	-7.7	-1.4	-0.9	20.4	0.2	nt	nt
CCN(CC)CCOC(=O)/C=C/c1ccccc1	3.4	7.0	-2.8	-2.9	0.1	-3.1	-2.4	nt	1.4	4.0
O=C(c1ccc([N+](=O)[O-])cc1Cl)N1CCN(Cc2ccccc2)CC1	9.7	6.6	nt	-6.0	4.7	-0.3	-18.3	1.9	nt	nt
Cc1nnc(SCC(=O)NNC(=O)COc2ccc(Br)cc2)n1C	-5.6	9.9	nt	-0.6	0.4	0.1	-13.1	-2.2	2.2	1.1
COc1cc(O)oc1C=Nc1ccc(C(F)(F)F)cc1	16.8	0.3	31.6	5.1	1.8	-0.7	12.9	-0.2	-0.8	2.0
COc1ccc(OC)c(NC(=O)C(CC(C)C)NC(=O)C2CCCCC2)c1 (centres undefined)	-14.2	1.9	-16.7	-49.5	5.3	0.3	4.5	0.7	0.2	-2.9
COc1ccc2[nH]c(=O)c(CN(Cc3nnnn3Cc3ccco3)C3CCCCC3)cc2c1	12.9	-5.0	4.3	2.3	10.4	-0.2	-11.0	0.4	0.0	-2.6
COc1ccccc1C(=O)N1CCN(C(=O)[C@H]2O[C@@H](n3ccc(=O)[nH]c3=O)[C@H](O)[C@@H]2O)CC1	nt	nt	nt	4.6	3.8	2.2	9.7	-1.9	nt	nt
Cc1cccc(C)c1NC(=O)CNC(=O)c1ccc(N2CCCC2)c([N+](=O)[O-])c1	2.7	-7.9	nt	-2.1	-2.3	-0.5	0.3	1.7	2.5	6.2
Cc1ccc(CN(CC(=O)NCc2ccccn2)S(=O)(=O)c2ccccc2)cc1	1.0	1.8	11.0	-4.9	3.2	nt	7.0	0.9	-0.8	1.6
COc1ccc(/C=N/NC(=O)c2ccncc2)cc1[N+](=O)[O-]	18.1	3.9	39.9	-3.5	0.4	-0.5	10.2	nt	1.7	1.7
COc1ccc(NC(=O)CSC2=NC(=O)CC(C)=N2)cc1	8.8	-6.9	22.8	-7.3	0.2	-2.8	-0.3	-1.6	0.2	-2.8
CC1(C)CC(=O)C2=C(C1)OC1=C(C(=O)CC(C)(C)C1)C2c1cccc([N+](=O)[O-])c1	9.7	2.8	nt	-1.6	-1.5	-2.8	3.5	-0.2	nt	nt
O=C(Nc1ccc(F)cc1)C1CC2CCC1C2 (centres undefined)	-0.7	9.6	49.1	?	0.1	-1.9	-12.6	0.7	2.6	-2.9
CC(C)Oc1cccc(C(=O)C2CCCN(C(=O)c3ccnn3C)C2)c1 (centres undefined)	-3.5	-0.6	-1.3	3.1	0.8	-3.7	-13.6	nt	-1.7	-2.6
Cc1ccn2c(NC3CCCCC3)c(-c3cccc(-c4cccc(Cl)c4)c3)nc2c1	15.6	-30.9	nt	-2.3	32.9*	-0.9	0.7	-4.5	3.1	-0.8
C=CCNC(=O)c1onc(CSc2ccccc2F)c1C(=O)O	9.2	4.0	28.7	7.3	5.1	-1.5	0.2	0.4	1.7	7.4
COCCNC(=O)C(c1ccc(O)cc1)N(C(=O)CCC(=O)Nc1nccs1)c1ccc(C)cc1 (centres undefined)	4.9	8.7	12.2	0.6	-0.9	-3.3	24.8	nt	0.3	-4.2
COc1ccc(N(C(=O)Cn2nnc3ccccc32)C(C(=O)NCc2ccco2)c2ccncc2)cc1 (centres undefined)	9.6	7.2	15.3	0.7	2.6	-1.7	1.8	1.9	2.7	-6.8
CS(=O)(=O)N(CC(=O)NCc1ccc2c(c1)OCO2)Cc1ccccc1	-4.2	-0.8	-2.1	15.9	-1.7	-4.8	-3.5	1.3	-1.2	-3.6
O=C(NCC(=O)N1CCC(Cc2ccccc2)CC1)c1ccccc1F	12.4	-4.2	nt	-10.1	4.6	0.0	0.8	0.5	nt	nt
O=C(NCCc1ccccc1F)N[C@@H](Cc1ccccc1)C(=O)O	-3.6	-2.2	15.5	-22.8	1.5	-1.4	2.1	-1.2	0.6	-4.2
Cc1ccc(CNC(=O)CNC(=O)c2ccco2)cc1	7.6	6.7	2.1	-8.0	0.8	-1.5	-16.6	-0.7	-0.2	7.4
CCCOC1CCCN(C(=O)c2ccc(OC3CCN(Cc4ccccn4)CC3)cc2)C1 (centres undefined)	-3.7	-2.2	1.8	-2.9	-0.1	-1.2	12.0	-0.6	-1.2	-11.2
Cc1scc(C(=O)Nc2ccon2)c1-c1ccccc1	-3.2	6.7	8.5	-2.6	-0.3	-1.1	-1.4	1.3	1.7	0.3
COC(=O)c1ccc(Cl)c(S(=O)(=O)N2CCCC2)c1	-0.6	0.0	0.6	-6.4	1.1	0.6	-6.3	nt	0.8	-0.9
COc1ccc(NC(=O)c2ccc(Cl)c(S(=O)(=O)N3CC(C)OC(C)C3)c2)cn1 (centres undefined)	4.9	-7.1	nt	0.4	-0.3	-2.7	10.9	1.3	0.1	-5.0
CCN(CC)S(=O)(=O)c1ccc(N2CCOCC2)c(NC(=O)c2ccc(=O)n(C)n2)c1	8.6	9.9	nt	-4.9	4.1	-2.1	-4.0	-0.7	0.3	-0.2
COc1ccc(NC(=O)/C=C/c2ccc(OC)c(OC)c2)cn1	20.9	1.6	33.9	-4.1	-8.7	-5.9	10.4	nt	-1.9	3.5
